Bioassay records from PubChem BioAssay.
U2OS ROS induce: raises reactive oxygen species in U2OS cancer cells; U2OS ROS induction, H2DCF-DA fluorescence; ROS induction (% of piperlongumine), % at 10 µM; hit rate 2% among 46,000; AID 624156; in the data active means ROS induction above about 79%, passing the limit was not always enough;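 further: 0% = DMSO vehicle median and 100% = reference compound median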
* = called active by the depositor. Only part of the results is shown. The share of hits here may be higher or lower than overall.

SMILES	U2OS ROS induce
CCC(C)NC(=O)CN1C(=O)C(CC)Sc2ccccc21 (stereo not drawn)	0
Cc1sc(NC(=O)COc2ccccc2C(C)C)c(C(N)=O)c1C	4
c1ccc(CNc2ncnc3scc(C4COc5ccccc5O4)c23)cc1 (stereo not drawn)	41
C[C@@H]1CN([C@H](C)CO)C(=O)c2cc(NS(=O)(=O)c3ccccc3)ccc2O[C@H]1CN(C)Cc1ccc(C(F)(F)F)cc1	23
C[C@H](CO)N1C[C@H](C)[C@H](CN(C)CC2CC2)Oc2ccc(NC(=O)CCC(F)(F)F)cc2C1=O	-17
C[C@@H]1CN([C@@H](C)CO)C(=O)c2cc(NS(=O)(=O)c3ccc(Cl)cc3)ccc2O[C@H]1CN(C)C(=O)Nc1cccc2ccccc12	-6
Cc1ccc(OCC(=O)Nc2ccc(N3CCOCC3)cc2)c(-n2nc3ccccc3n2)c1	53
O=C(CCCn1c(=O)[nH]c2ccccc2c1=O)NCCc1ccccc1	2
COc1ccc(CN(C)C[C@H]2Oc3ccc(NS(=O)(=O)c4ccccc4)cc3C(=O)N([C@H](C)CO)C[C@H]2C)cc1	-12
C[C@H]1CN([C@@H](C)CO)C(=O)c2cc(NC(=O)CCCCCC(=O)Nc3ccccc3N)ccc2O[C@@H]1CN(C)S(C)(=O)=O	-1
O=C(O)c1ccc(/C=N/NC(=O)c2cccc(C(=O)NO)c2)cc1	15
COc1cc(NC(=O)COc2cccc(C)c2C)ccc1-c1cc2ccccc2oc1=O	31
O=C(O)CSc1nnc(-c2ccncc2)n1-c1ccc(Cl)cc1	-4
C[C@@H]1CN([C@H](C)CO)C(=O)c2cccc(NS(=O)(=O)c3ccccc3)c2O[C@H]1CN(C)S(=O)(=O)c1ccc(F)cc1	4
O=C(CC1c2ccccc2Oc2ccccc21)Nc1ccccc1C(=O)N1CCCCC1	0
Cc1ccc2cc3c(N)nn(C(=O)c4ccccc4F)c3nc2c1	17
CC1CN(c2nc3ccccc3nc2SCC(=O)NCCc2ccccc2)CC(C)O1 (stereo not drawn)	74
O=C(CCCCCCC(=O)Nc1ccccc1O)NN=C1CCCCCC1	7
COC(=O)CNC(=O)c1cn(CC(C)C)c(=O)c2cc(OC)c(OC)cc12	4
CNC[C@H]1Oc2ccc(NS(=O)(=O)c3ccc(Cl)cc3)cc2C(=O)N([C@H](C)CO)C[C@@H]1C	-8
C[C@H](CO)N1C[C@H](C)[C@@H](CN(C)C(=O)NC2CCCCC2)Oc2c(NC(=O)C3CC3)cccc2C1=O	-7
COc1ccc2c(c1)O[C@@H]1COc3cc4c(cc3[C@]1(O)C2=O)OCO4	-7
COc1ccc(NC(=O)Nc2ccc3c(c2)CC(=O)N([C@H](C)CO)C[C@@H](C)[C@@H](CN(C)Cc2ccc(Cl)c(Cl)c2)O3)cc1	9
Cc1ccc(S(=O)(=O)Nc2ccc3c(c2)CC(=O)N([C@@H](C)CO)C[C@H](C)[C@H](CN(C)C(=O)Nc2ccc(C(F)(F)F)cc2)O3)cc1	11
CC(C)NC(=O)N(C)C[C@H]1Oc2ccc(NC(=O)c3ccncc3)cc2C(=O)N([C@@H](C)CO)C[C@@H]1C	18
COc1cc(Br)c(CN(CCc2ccc(O)cc2)C(=O)C(F)(F)F)cc1O	2
CC1OC(OCC2(C)C=C3C4CCC5C6(C)CCC(O)C(C)(COC7OC(CO)C(O)C(O)C7O)C6CCC5(C)C4(C)CCC3(C(=O)O)CC2)C(O)C(O)C1O (stereo not drawn)	-8
COc1ccc(S(=O)(=O)Nc2ccc3c(c2)C(=O)N([C@@H](C)CO)C[C@@H](C)[C@H](CN(C)S(=O)(=O)c2ccc(C)cc2)O3)cc1	13
Brc1cc(Br)c2ncc(-c3ccc4ccccc4n3)cc2c1	-3
O=C(O)c1cc(O)c2c(c1)C(=O)c1cc(O)cc(O)c1C2=O	-8
CNC(=O)Nc1cc(C(F)(F)F)cc(C(F)(F)F)c1	-9
O=C(O)c1cccc(CN2CCN(c3ccccc3)CC2)c1	-6
COc1ccc(CN(C)C[C@@H]2Oc3ccc(NC(=O)Nc4ccc(C(F)(F)F)cc4)cc3CC(=O)N([C@@H](C)CO)C[C@@H]2C)cc1	14
C[C@@H]1CN([C@@H](C)CO)C(=O)c2cc(NC(=O)Nc3ccc(C(F)(F)F)cc3)ccc2O[C@@H]1CN(C)Cc1ccc(Oc2ccccc2)cc1	17
COc1ccc(-c2cc(C)nc(SCC(=O)c3cccc([N+](=O)[O-])c3)n2)cc1	92*
CSC1=N/C(=C\c2ccc(Cl)cc2)C(=O)N1CCOc1ccc(Cl)cc1	15
CNC[C@@H]1Oc2ccc(NC(=O)Cc3cn(C)c4ccccc34)cc2C(=O)N([C@@H](C)CO)C[C@@H]1C	-16
C[C@H]1CN([C@@H](C)CO)C(=O)c2cccc(NS(C)(=O)=O)c2O[C@H]1CN(C)CC1CC1	-3
Cc1ccc(S(=O)(=O)Nc2ccc3c(c2)C(=O)N([C@H](C)CO)C[C@H](C)[C@H](CN(C)C(=O)Nc2cccc4ccccc24)O3)cc1	54
C[C@@H]1CN([C@H](C)CO)C(=O)c2cccc(NC(=O)c3ccncc3)c2O[C@@H]1CN(C)C(=O)Nc1ccc(F)cc1	-1

Part of the list above in another layout:
molecule: C[C@H](CO)N1C[C@H](C)[C@@H](CN(C)C(=O)NC2CCCCC2)Oc2c(NC(=O)C3CC3)cccc2C1=O
  U2OS ROS induce: -7

molecule: COc1ccc(NC(=O)Nc2ccc3c(c2)CC(=O)N([C@H](C)CO)C[C@@H](C)[C@@H](CN(C)Cc2ccc(Cl)c(Cl)c2)O3)cc1
  U2OS ROS induce: 9

More structures follow.
SMILES	U2OS ROS induce
O=C1/C(=C/c2ccc3ccccc3c2)COc2ccccc21	103*
Cc1noc(C)c1S(=O)(=O)Nc1ccc2c(c1)CC(=O)N([C@H](C)CO)C[C@@H](C)[C@@H](CN(C)C(=O)Nc1ccc(C(F)(F)F)cc1)O2	-1
CC(C)NC(=O)Nc1cccc2c1O[C@@H](CN(C)S(=O)(=O)c1cccs1)[C@@H](C)CN([C@@H](C)CO)C2=O	-1
Cc1ccc(NC(=O)CSc2nnc(-c3ccco3)n2C)c(Br)c1	-12
COC(=O)c1cccc(NC(=O)CN(c2ccc(Cl)c(C(F)(F)F)c2)S(C)(=O)=O)c1C	-3
C[C@@H]1CN([C@H](C)CO)C(=O)CCCn2cc(nn2)CO[C@H]1CN(C)C(=O)c1ccc2ccn(C)c2c1	-3
O=C(NCN1C(=O)C2C3C=CC(C3)C2C1=O)Nc1cccnc1 (stereo not drawn)	-7
O=S(=O)(c1ccc(Br)cc1)c1nc(-c2ccc(F)cc2)oc1NCc1cccnc1	-2
C[C@@H]1CN([C@H](C)CO)C(=O)c2cccc(NS(=O)(=O)c3ccc(Cl)cc3)c2O[C@@H]1CN(C)C(=O)Nc1cccc2ccccc12	6
C[C@H](CO)N1C[C@H](C)[C@@H](CN(C)Cc2ccc(Oc3ccccc3)cc2)Oc2ccc(NC(=O)Nc3ccc(F)cc3)cc2C1=O	5
Cc1ccc(S(=O)(=O)N(C)C[C@@H]2Oc3ccc(NC(=O)Nc4ccc(F)cc4)cc3CC(=O)N([C@H](C)CO)C[C@H]2C)cc1	2
C[C@@H]1CN([C@@H](C)CO)C(=O)c2cc(NC(=O)c3ccncc3)ccc2O[C@@H]1CN(C)S(=O)(=O)c1ccccc1	-5
Cc1noc(C)c1S(=O)(=O)Nc1cccc2c1O[C@@H](CN(C)Cc1ccncc1)[C@@H](C)CN([C@H](C)CO)C2=O	-2
C[C@@H]1CN([C@H](C)CO)C(=O)CCCn2cc(nn2)CO[C@@H]1CN(C)Cc1cccc(C(F)(F)F)c1	5
OC(Cc1cccnc1)(c1ccccc1)c1ccccc1	2
CC1=CC(C/C(C)=C/COc2ccc3ccc(=O)oc3c2)OC1=O (stereo not drawn)	-6
COc1ccc(S(=O)(=O)Nc2ccc3c(c2)C(=O)N([C@@H](C)CO)C[C@@H](C)[C@H](CN(C)C(=O)Nc2ccc(F)cc2)O3)cc1	-10
O=C(COc1ccc(Br)cc1)NCCN1CCOCC1	-14
CN1CCC2(CC1)C(C#N)=C(N)Oc1n[nH]c(C(=O)OC(C)(C)C)c12	0
CNC[C@H]1Oc2ccc(NS(=O)(=O)c3ccc(F)cc3)cc2C(=O)N([C@@H](C)CO)C[C@H]1C	0
COc1ccc(S(=O)(=O)N(C)C[C@H]2Oc3ccc(NC(=O)Nc4ccccc4)cc3C(=O)N([C@@H](C)CO)C[C@H]2C)cc1	-11
COc1cc(C2c3c(cc(OC)c(O)c3OC)CC(CO[C@@H]3O[C@H](CO)[C@@H](O)[C@H](O)[C@H]3O)C2CO)cc(OC)c1O (stereo partly drawn)	-6
Cc1noc(C)c1NC(=O)Nc1cccc2c1O[C@H](CN(C)C(=O)Nc1cccc3ccccc13)[C@H](C)CN([C@@H](C)CO)C2=O	3
O=c1[nH]c2ccc(Cl)cc2c(-c2ccccc2)c1-[n+]1ccccc1	6
O=C(Nc1ccccc1C(=O)O)c1cc(S(=O)(=O)Nc2cccc(F)c2)ccc1Cl	-6
COC(=O)c1c(NC(=O)c2cc3ccccc3oc2=O)sc2c1C(C(=O)OC)CC2 (stereo not drawn)	-3
COc1ccc(C)cc1S(=O)(=O)N(C)CC(=O)NC1CC1	-8
C[C@@H]1CN([C@@H](C)CO)C(=O)c2cccc(NS(=O)(=O)c3ccccc3)c2O[C@H]1CN(C)CC1CC1	-5
CCOC(=O)CN(c1ccccc1)C1SC(=O)N(Cc2cccc(C(=O)O)c2)C1=O (stereo not drawn)	45
C[C@H]1CN([C@@H](C)CO)C(=O)c2cccc(NC(=O)c3nc4ccccc4s3)c2O[C@@H]1CN(C)Cc1ccc(C(=O)O)cc1	3
O=C(CCc1ccccc1)CC(CCc1ccccc1)OC1OC(COC2OC(CO)C(O)C(O)C2O)C(O)C(O)C1O (stereo not drawn)	-10
C[C@@H]1CN([C@H](C)CO)C(=O)c2cc(NC(=O)Nc3ccc(F)cc3)ccc2O[C@H]1CN(C)C(=O)NC1CCCCC1	3
CNC[C@H]1Oc2ccc(NC(=O)Nc3cccc4ccccc34)cc2C(=O)N([C@H](C)CO)C[C@H]1C	-9
O=C(CCCCCC(=O)Nc1ccccc1O)N/N=C/c1cc(Br)c(O)c(Br)c1	-3
CNC[C@@H]1Oc2ccc(NC(=O)CCN3CCOCC3)cc2C(=O)N([C@@H](C)CO)C[C@@H]1C	-2
O=C(Cn1c(=O)oc2cc(S(=O)(=O)NCc3ccccc3)ccc21)N1CCOCC1	-7
CC(C)NC(=O)Nc1cccc2c1O[C@H](CN(C)C(=O)Nc1ccc(F)cc1)[C@H](C)CN([C@@H](C)CO)C2=O	-3
CC(Sc1nc2ccccc2[nH]1)C(=O)Nc1cccc(Cl)c1 (stereo not drawn)	-4
CC(C)c1ccc(NC(=O)c2cccnc2Cl)cc1	-9
COc1ccc(NC(=O)CN2c3cccc4cccc(c34)S2(=O)=O)c(OC)c1	-1

4 records picked at random from those above, as already listed:
SMILES	U2OS ROS induce
Cc1ccc(S(=O)(=O)Nc2ccc3c(c2)CC(=O)N([C@@H](C)CO)C[C@H](C)[C@H](CN(C)C(=O)Nc2ccc(C(F)(F)F)cc2)O3)cc1	11
Cc1sc(NC(=O)COc2ccccc2C(C)C)c(C(N)=O)c1C	4
COc1ccc(CN(C)C[C@@H]2Oc3ccc(NC(=O)Nc4ccc(C(F)(F)F)cc4)cc3CC(=O)N([C@@H](C)CO)C[C@@H]2C)cc1	14
COC(=O)c1cccc(NC(=O)CN(c2ccc(Cl)c(C(F)(F)F)c2)S(C)(=O)=O)c1C	-3

Next part
SMILES	U2OS ROS induce
Cc1ccc(OCC(=O)Oc2ccc(C)cc2)cc1	-4
CNC[C@@H]1Oc2c(NS(=O)(=O)c3ccccc3)cccc2C(=O)N([C@H](C)CO)C[C@H]1C	0
C[C@@H]1CCCCO[C@H](CN(C)C(=O)c2ccccc2)[C@@H](C)CN([C@H](C)CO)C(=O)c2cc(N(C)C)ccc2O1	-6
Nc1nc(Cc2ccc(F)cc2F)no1	4
C[C@@H]1CN([C@@H](C)CO)C(=O)c2cccc(NC(=O)Nc3ccc(F)cc3)c2O[C@@H]1CN(C)Cc1ccc(-c2ccccc2)cc1	62
COC(=O)C1=C(C)NC(C)=C(C(=O)OC)C1	11
C[C@@H]1CCCCO[C@@H](CN(C)C(=O)Cc2ccccc2)[C@@H](C)CN([C@H](C)CO)C(=O)c2cc(NC(=O)NC3CCCCC3)ccc2O1	143*
Cc1cc(-c2c(C(=O)Sc3ccccc3)c(C)nn2-c2ccccc2)no1	56
Cc1noc(C)c1S(=O)(=O)N(C)C[C@@H]1Oc2ccc(NC(=O)Nc3ccccc3)cc2CC(=O)N([C@@H](C)CO)C[C@@H]1C	10
COc1ccc(NC(=O)N(C)C[C@H]2Oc3ccc(NC(=O)Cn4cnnn4)cc3C(=O)N([C@@H](C)CO)C[C@@H]2C)cc1	-12
COC(=O)C(CC#Cc1ccc2c(c1)[C@]1(C(=O)N2)[C@H](C(N)=O)[C@H]2C(=O)O[C@H](c3ccccc3)[C@H](c3ccccc3)N2[C@@H]1c1ccc(O)cc1)C(=O)OC	10
CCc1ccccc1NC(=O)CSc1nc2ccccc2c(=O)n1-c1ccccc1Cl	7
Cc1ccc(C(=O)CSc2ncnc3sc4c(c23)CCC4)cc1C	-9
Cn1c(C(=O)NCCN2CCCCCC2)cc2sccc21	-9
C[C@@H]1CN([C@H](C)CO)C(=O)c2cc(NC(=O)Nc3cccc4ccccc34)ccc2O[C@H]1CN(C)C(=O)Nc1ccc(F)cc1	-2
CC(C)c1ccc2[nH]c3c(c2c1)CCCC3=O	0
C[C@@H]1CN([C@H](C)CO)C(=O)CCCn2nncc2CO[C@@H]1CN(C)C(=O)Nc1ccccc1F	1
